Compound activity (PubChem BioAssay)
SRC1 TRFRET art = TR-FRET artefact, counter-screen to PPARgamma/SRC-1 agonist assay; AID 1051; TR-FRET ratio at 8 µM; TR-FRET detection artefact counter-screen, emission ratio; active compounds read high; 0.34% of 99,000 active; in the data active = TR-FRET ratio above about 2300; note: inactives centre near 1800; reference of the scale not given here
SRC3 TRFRET art = flags TR-FRET format artefacts in PPARgamma SRC-3 recruitment agonist screen; TR-FRET artefact counter-screen, PPARgamma/SRC-3 format; active compounds read high; TR-FRET ratio at 8 µM; 0.39% of 99,000 active; AID 1048; in the data active = TR-FRET ratio above about 2000; note: inactives centre near 1600; reference of the scale not given here
Numbers without * were called inactive.

SMILES	SRC1 TRFRET art	SRC3 TRFRET art
O=C(/C=C/c1ccc([N+](=O)[O-])cc1)NC1CC2CCC1C2 (stereo unspecified)	1723	1469
Fc1ccc(NC(=S)Nc2cccnc2)cc1Cl	1488	1523
Cc1cc(=O)n2[nH]c(NCc3c(F)cccc3Cl)nc2n1	1661	1563
COc1ccc(/C=N/n2c(C)cc(C)cc2=O)cc1	1762	1479
CCOC(=O)c1n[nH]c2ccccc12	1837	1477
CN(C)C=Nc1nc2ccccc2nc1N1CCCC1	1990	1683
O=C(CNC(=O)c1cccc(F)c1)OCC(=O)N1CCCCC1	1906	1570
CC(C)[C@@H]1NC(=O)c2cc([N+](=O)[O-])cc(I)c2OCC[C@@H](C(N)=O)NC(=O)[C@H](CCC(=O)O)NC1=O	1654	1432
O/N=C/c1ccn(-c2ccc(Br)cc2)c1	2101	1679
CCN1CCCC1CN(Cc1cc2ccc(C)cc2[nH]c1=O)C(=S)Nc1ccc(F)cc1 (stereo unspecified)	1712	1563
O=C(NN1C(=O)C2C(c3ccccc3)C=CC(c3ccccc3)C2C1=O)c1ccccc1 (stereo unspecified)	1687	1615
COc1ccc(C)cc1S(=O)(=O)N(C)CC(=O)N1CCN(c2ccccc2)CC1	2083	1584
O=[N+]([O-])c1ccccc1SNc1ccccn1	1817	1510
Cc1c(NC(=O)CN2C(=O)NC(C)(c3ccccc3)C2=O)c(=O)n(-c2ccccc2)n1C (stereo unspecified)	1712	1672
CCN1/C(=C2\OC(=S)N(C)C2=O)C=Cc2ccccc21	1751	1474
CNc1nc(Cl)c(SC)c(N2CCOCC2)n1	2043	1470
O=C(/C=C/c1ccco1)NCC(=O)N/N=C/c1ccc([N+](=O)[O-])cc1	1746	1603
COCCCNC(=O)CN1C(=O)CSc2ncccc21	1851	1453
COc1ccc(C(=O)NCC(=O)NCC(=O)OCC(=O)c2cccs2)cc1	1699	1538
O=C(O)c1ccc(-c2nc(-c3ccccc3)cs2)cc1	1712	1568
CC(=O)Nc1ccc(N(C(=O)c2ccco2)C(C(=O)NC2CCCC2)c2cccs2)cc1 (stereo unspecified)	1876	1483
Cc1nc2ccccc2nc1OCc1cccc(Cl)c1	1790	1726
O=S(=O)(Cc1c(F)cccc1Cl)c1ncn[nH]1	1672	1625
COc1c2ccccc2c(OC)c2ccccc12	1757	1831
Cc1[nH]c2ccccc2c1/C=N\NC(=O)Cn1nnc(-c2ccccc2)n1	1824	1484

Nothing new here: entries from further up.
SMILES	SRC1 TRFRET art	SRC3 TRFRET art
O=C(/C=C/c1ccc([N+](=O)[O-])cc1)NC1CC2CCC1C2 (stereo unspecified)	1723	1469
Fc1ccc(NC(=S)Nc2cccnc2)cc1Cl	1488	1523
Cc1cc(=O)n2[nH]c(NCc3c(F)cccc3Cl)nc2n1	1661	1563
COc1ccc(/C=N/n2c(C)cc(C)cc2=O)cc1	1762	1479

Following part.
SMILES	SRC1 TRFRET art	SRC3 TRFRET art
Oc1ccc(F)c2cccnc12	1888	1646
COc1cc(C(=O)Nc2ccc(S(=O)(=O)Nc3ncccn3)cc2)c([N+](=O)[O-])cc1OC	1786	1713
CCOC(=O)c1c(C)[nH]c(C)c1C(=O)COC(=O)/C=C/c1cccc(F)c1	1973	1738
OCC1(Cc2ccc(Cl)cc2)CCN(CCCc2ccccc2)CC1	1745	1757
COc1ccccc1-n1c(SCC(=O)c2ccc(O)cc2O)nc2cc([N+](=O)[O-])ccc21	1649	1421
Cc1ccc(C)c(OCC(=O)Nc2cc(C)on2)c1	1598	1593
COc1ccccc1CNC(=O)CSc1nnc2c(Cl)cc(C(F)(F)F)cn12	1859	1584
CCOC(=O)C1(Cc2ccc(Cl)cc2)CCN(C(=O)C2CCCO2)CC1 (stereo unspecified)	1441	1546
CC(C)c1onc(C(=O)Nc2cccnc2Cl)c1[N+](=O)[O-]	1873	1692
O=c1c2ccccc2ncn1CCCCOc1ccc(Br)cc1	1813	1469
COc1ccc(CCN2C(=O)NC(NC(=O)C(C)(C)C)(C(F)(F)F)C2=O)cc1OC (stereo unspecified)	2118	1704
C/C(=C\C(=O)C(F)(F)F)Nc1ccc(C)cc1	2031	1558
CC(=O)c1cccc(NC(=O)c2ccoc2C)c1	1589	1678
COc1ccccc1CNC(=O)c1cn(C)c2ccc(S(=O)(=O)N3CCCC3)cc2c1=O	1518	1509
COc1ccc(Nc2nc(C)nc3sc4c(c23)CCC4)cc1O	1593	1649
CCOC(=O)NC(=O)CSc1nnc(C2CC2)n1Cc1ccco1	1708	1625
CC(=O)Oc1cccc(N2C(=O)c3ccccc3C2=O)c1	1955	1812
Cc1ccc(C2=[N+]([O-])C3(CCCCC/C3=N\O)N(O)C2(C)C)o1 (stereo unspecified)	1879	1427
Cc1ccc(NC(=S)NN(C)c2cc(C)nc(C)n2)cc1	1782	1633
COCCN(C(=S)Nc1cccc(OC)c1)C1CCN(C(C)=O)CC1	1782	1539
COc1ccc(C2C3C(=O)N(N(C)c4ncc(C(F)(F)F)cc4Cl)C(=O)C3ON2C)cc1 (stereo unspecified)	1938	1752
CN(c1nc(-c2ccc(Br)cc2)cs1)C1CCS(=O)(=O)C1 (stereo unspecified)	1699	1668
COc1cccc(CC2(CO)CCCN(Cc3cn[nH]c3-c3ccccc3)C2)c1 (stereo unspecified)	1904	1478
COc1cc(C)c(Br)cc1S(=O)(=O)NCCN1CCOCC1	1733	1550
O=C(NC1CCCC1)C1C2C=CC3(CN(Cc4cccs4)C(=O)C13)O2 (stereo unspecified)	1809	1594

(cont.)
SMILES	SRC1 TRFRET art	SRC3 TRFRET art
O=C(N/N=C/c1cccc(O)c1)c1cc(-c2ccc3c(c2)OCO3)n[nH]1	2044	1376
N=C(N)c1ccc(OCCCCCOc2ccc(C(=N)N)cc2)cc1	1577	1792
CCOC(=O)c1sc(=NC(=O)c2ccc(S(=O)(=O)N(C)c3ccccc3)cc2)n(C)c1C	2015	1618
COc1ccc(C(=O)O/N=C(\C)c2nccs2)cc1	1681	1370
Cn1cccc1CC(=O)NNC(=S)Nc1ccc(F)cc1	1794	1432
O=C(c1ccc(-n2cnnn2)cc1)N(C1CCCCC1)C1CCCCC1	1850	1727
CCOC(=O)c1cc(-c2ccccc2)sc1NC(=O)C(C)N1C(=O)c2ccccc2C1=O (stereo unspecified)	1716	1458
Clc1cccc(CN2CCN(c3nc4nonc4nc3NC3CC3)CC2)c1	1553	1528
CCc1nnc(NC(=O)CSc2nc3cc(OC)ccc3cc2C)s1	2020	1568
CCOC(=O)CNC(=O)CSc1nnc(NC(=O)c2ccc(C)cc2)s1	1739	1645
CC(C)CCN1CCN(Cc2cnc(N3CCCC3)s2)CC1CCO (stereo unspecified)	1985	1646
CC(=O)c1cn(C)c(=O)[nH]c1=O	1836	1423
CC(C)CN(C(=O)COC(=O)c1ccc2ccccc2n1)C1CCS(=O)(=O)C1 (stereo unspecified)	1814	1529
CN(C)c1ccnc(Nc2ccccc2)c1C#N	1556	1614
c1ncn(C23CC4CC(CC(C4)C2)C3)n1	2006	1747
CCOc1ccccc1C(=O)NC(C(=O)Nc1cccnc1)C(C)C (stereo unspecified)	1705	1352
CCOC(=O)C1=C(C)N=c2s/c(=C\c3ccncc3)c(=O)n2C1c1ccc2c(c1)OCO2 (stereo unspecified)	1974	1441
Cc1nnc(NC(=O)CSc2nc3[nH]ncc3c(=O)[nH]2)s1	1764	1582
Cn1cc(C(=O)Nc2ccc(Cl)cc2)c(C(F)(F)F)n1	1538	1456
N#C/C(=C\c1ccc(-c2ccc(C(=O)O)cc2)o1)c1nc2ccccc2[nH]1	1708	1651
CCOc1ccc(CNC(=O)CCS(=O)(=O)Cc2ccc(C)cc2)cc1OC	1975	1548
O=c1[nH]c2ccccc2cc1CN(c1ccccc1)S(=O)(=O)c1ccccc1	1729	1664
Cc1cccc(N2CCN(C(=S)c3ccc([N+](=O)[O-])cc3)CC2)c1	1880	1729
c1csc(-c2cnc3ccccc3n2)c1	1778	1571
Cc1cc(C)cc(C(=O)NCC(=O)OCC(=O)N(C)c2ccccc2)c1	1935	1689

(next part)
SMILES	SRC1 TRFRET art	SRC3 TRFRET art
O=C(CN1CCOc2ccccc21)NCc1ccc(Cl)cc1	1534	1511
C#CCNC(=O)C1=C[C@@H](c2ccccc2)[C@H](CCCO)[C@@H](OCC)O1	1700	1493
COc1cccc(/C=C/C(=O)OCC(=O)NCCc2ccccc2)c1	1942	1504
C/C(=N\NC(=O)Cc1ccc(F)cc1)c1ccc(O)cc1	1730	1821
O=c1c(Cc2ccccc2)c(O)ccn1Cc1ccco1	1678	1476
O=C(CCc1nc2ccccc2s1)Nc1cccnc1	1583	1432
CCOc1ccc(CCNC(=O)C(CCC(N)=O)NC(=O)OCc2ccccc2)cc1OCC (stereo unspecified)	1753	1570
COc1cc(Cl)c(C)cc1NC(=O)CSc1cc(Cl)ccc1Cl	1915	1583
COc1ccccc1CNC(=O)COC(=O)Cc1cccs1	1887	1740
CCn1c(-c2cc(-c3ccc(C)c(C)c3)nc3ccccc23)n[nH]c1=S	1802	1545
O=C(Nc1ccc(F)cc1)N1CCN(c2ccc(F)cc2)CC1	1876	1508
O=C(Nc1ccc(F)cc1F)N1CCC(c2nc3ccccc3o2)CC1	1909	1507
COc1ccc(-c2nc(=S)n3ccsc3n2)cc1OC	1888	1897
O=C(CSc1n[nH]c(=O)[nH]c1=O)Nc1cccc(S(=O)(=O)N2CCOCC2)c1	1683	1195
Cc1ccc(C)c(N2CCN(c3ccc(N4C(=O)COCC4=O)cc3[N+](=O)[O-])CC2)c1	1507	1454
c1ccc(-c2nc(-c3ccco3)n3ccccc23)cc1	1829	1738
CCN1CCN(c2ccc([N+](=O)[O-])c(Sc3nc4ccccc4[nH]3)c2)CC1	1695	1458
NNC(=O)COc1ccc(C(F)(F)F)cc1	1865	1454
COc1ccc(-c2cc(C(=O)OCC(=O)c3c(N)n(C)c(=O)n(C)c3=O)c3ccccc3n2)cc1	1615	1336
CCN1/C(=C/c2ccc3cc(C)ccc3[n+]2C)Sc2ccc3sccc3c21	3458*	2512*
CC(Cc1ccsc1)NC(=O)CCc1nnc(COc2ccccc2)o1 (stereo unspecified)	1751	1514
COc1cc(CCN2C(=O)N[C@@H](c3cccc(C(F)(F)F)c3)C(C(C)=O)=C2C)cc(OC)c1OC	1729	1500
COc1cc(-c2nc(-c3cccnc3)no2)cc(OC)c1OC	1663	1552
O=C(CCc1ccccc1)Nc1ccc(F)c([N+](=O)[O-])c1	1594	1627
Cc1ccc(NC(=O)CSC2=NCCN2)cc1	1619	1361

Compound profiles, as listed above.
`CC(Cc1ccsc1)NC(=O)CCc1nnc(COc2ccccc2)o1` (stereo unspecified) is listed as SRC1 TRFRET art = 1751; SRC3 TRFRET art = 1514
`NNC(=O)COc1ccc(C(F)(F)F)cc1` is listed as SRC1 TRFRET art = 1865; SRC3 TRFRET art = 1454

Other results follow.
SMILES	SRC1 TRFRET art	SRC3 TRFRET art
COC(=O)C1CCN(c2ccc([N+](=O)[O-])cc2[N+](=O)[O-])CC1	1312	1654
Cc1ccc2nc(-c3ccc(NC(=O)CNC4CC4)cc3)sc2c1	1899	1534
O=C(COc1cccnc1[N+](=O)[O-])Nc1cccc(S(=O)(=O)N2CCCCC2)c1	1771	1433
CCC(C)C(NC(=O)OCc1ccccc1)C(=O)NC(Cc1ccc(O)cc1)C(=O)OC (stereo unspecified)	1733	1522
O=C(O)C(O)C(O)c1nc2ccccc2[nH]1 (stereo unspecified)	1840	1703
NC(=O)c1cc2cc([N+](=O)[O-])ccc2oc1=O	1806	1639
O=C(NCCO)C(=O)NCC1OCCCN1S(=O)(=O)c1cccs1 (stereo unspecified)	1920	1616
COc1ccc(-c2cc(C(F)(F)F)nc(NCc3cccs3)n2)cc1	1594	1476
Cc1nc2c(cnn2-c2ccccc2)c(=O)[nH]1	1835	1633
COCCNCC1C(Oc2ccc(Cl)cc2)C(=O)N1c1ccccc1C (stereo unspecified)	1651	1679
COc1ccc(-c2nc(CSCC(=O)N3CCN(c4cccc(C)c4)C(C)C3)c(C)o2)cc1OC (stereo unspecified)	1838	1589
Cc1cccc(Nc2nnc(SCC3CCCCO3)s2)c1C (stereo unspecified)	1861	1563
COc1ccc(N2C(=O)CN(Cc3ccc(OC)c(OC)c3)C2=S)cc1	1839	1586
N#Cc1ccc(NC(=O)COC(=O)CCc2ccc(S(=O)(=O)N3CCCCC3)cc2)cc1	1856	1626
Oc1ccc(O)c(Cc2nc3ccccc3[nH]2)c1	1800	1670
CCOc1cc(/C=N/NC(=O)c2cccnc2)ccc1OC(=O)c1ccco1	1663	1568
O=C(/C=C/c1cn(-c2ccccc2)nc1-c1cccnc1)c1ccco1	1714	1594
